KCNQ1 act – human KCNQ1 channel potentiation or activation | P51787 | CHO-K1 KCNQ1, thallium flux FluxOR fluorescence; active compounds read high | B-score at 10 µM | 0.35% of 310,000 active | AID 2648;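 active = fluorescence ratio B-score, a plate-corrected score, at least three library SD, with initial intensity B-score within 5 SD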
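Assay system: CHO-K1 cells stably expressing KCNQ1. Medium: assay buffer for compound exposure, DMSO matched across wells. Timing: 37 °C overnight plating, 90-min dark dye load, 20-min compound pretreatment. Signal: kinetic FluxOR fluorescence, 10 s baseline plus 110 s post-stimulus.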
KCNK9 block – blocks the human KCNK9 two-pore domain potassium channel. Q9NPC2. HEK293 KCNK9, FluxOR thallium flux fluorescence; active compounds read low. B-score at 10 µM. 1.2% of 310,000 active. AID 488922;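 active = ratio B-score over 3 SD below the library mean, with starting fluorescence within 5 SD of its mean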;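 also: negative B-score means less thallium flux so channel inhibition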
Target sequence (Q9NPC2 whole entry, looked up, the tested form may be a part): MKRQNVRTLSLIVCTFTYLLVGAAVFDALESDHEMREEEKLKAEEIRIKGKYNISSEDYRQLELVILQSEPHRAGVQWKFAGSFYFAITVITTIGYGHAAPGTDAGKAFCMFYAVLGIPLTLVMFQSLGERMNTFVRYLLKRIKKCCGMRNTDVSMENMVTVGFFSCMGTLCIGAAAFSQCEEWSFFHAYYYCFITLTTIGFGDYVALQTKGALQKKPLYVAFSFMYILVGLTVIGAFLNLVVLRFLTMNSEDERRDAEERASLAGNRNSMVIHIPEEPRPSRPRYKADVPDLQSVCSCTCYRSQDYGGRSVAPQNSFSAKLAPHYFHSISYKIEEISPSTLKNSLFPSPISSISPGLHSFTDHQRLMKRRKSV
RGS4 inh – human RGS4 inhibition | HEK293 M3R/RGS4 inducible, Fluo-4 calcium flux; active compounds read high; triggered by carbachol at its EC20 | B-score at 10 µM | 0.45% of 310,000 active;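 active = B-score, a plate-corrected calcium signal, over three deviations above library mean, with baseline fluorescence within five deviations of library mean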;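 also: RGS4 expression induced by doxycycline in cells with stable M3 receptor; B-score is computed from the integrated fluorescence ratio over baseline after carbachol; higher B-score means a larger calcium signal and so more RGS4 inhibition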
Target sequence (P49798 whole entry, looked up): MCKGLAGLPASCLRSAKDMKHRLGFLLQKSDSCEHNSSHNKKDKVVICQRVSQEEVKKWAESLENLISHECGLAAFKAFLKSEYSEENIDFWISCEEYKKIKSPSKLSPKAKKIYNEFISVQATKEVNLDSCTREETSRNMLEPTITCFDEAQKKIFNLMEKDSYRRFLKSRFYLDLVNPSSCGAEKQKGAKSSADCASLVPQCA
ANO1 activ – activates or potentiates the mouse TMEM16A chloride channel. 0.3% of 340,000 active. Q8BHY3. HEK293 TMEM16A/YFP-H148Q/I152L, iodide quench fluorescence; active compounds read low. B-score at 10 µM;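 active = fluorescence-ratio B-score plate-corrected deviation score at least 3 library SD below zero, with starting fluorescence score within 5 deviations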;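 also: channel opened by trigger with iodide after compound preincubation; score built on the fluorescence ratio of max minus min over baseline; more negative score means more quench and so TMEM16A activation or potentiation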
KCNK3 block – human KCNK3 channel inhibition, primary screen | O14649 | 0.84% of 340,000 active | AID 602410 | B-score at 10 µM | CHO-KCNK3 thallium flux, FluxOR fluorescence; active compounds read low;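 active = B-score under library mean minus 4 SD, starting fluorescence ratio at most library mean plus 5 SD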;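 also: more negative B-score means stronger inhibition of thallium flux through KCNK3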
hERG protect – shields human hERG channel from block by proarrhythmic agents; Q12809; CHO-hERG, FluxOR thallium flux, dofetilide IC70 present; activation (rescue from dofetilide block), less the hit threshold, % at 10 µM; 0.51% of 310,000 active;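 active = activation above the mean of controls blocked by dofetilide plus 5 SD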;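 also: thallium influx through hERG after potassium depolarization seen as dye fluorescence rise; in these data hits start at about 4.7%; inactives centre near -7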
ANO1 block – mouse TMEM16A channel inhibition, primary screen | HEK293 TMEM16A/YFP iodide influx fluorescence, ionomycin | normalized B-score (activity score, 25-100; higher = stronger inhibition) at 10 µM | AID 588511 | 1.2% of 310,000 active | Q8BHY3;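 active = ratio plate-corrected score three or more library SD toward inhibition, starting fluorescence score within five deviations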;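 also: score derived from kinetic fluorescence span divided by baseline fluorescence per well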
MrgX1 allo act – human MrgX1 positive allosteric modulation, primary screen. Q96LB2. MrgX1-HEK293, Fluo-4 calcium flux, FDSS; active compounds read high. B-score at 10 µM. 0.63% of 310,000 active;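 active = plate-corrected calcium response at least 3 library SD above typical, normal starting fluorescence, not activating the receptor alone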;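 also: compound read alongside a low EC10 to EC30 dose of BAM8-22 agonist; peak minus trough fluorescence over baseline measured at the second addition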
Target sequence (Q96LB2 whole entry, looked up): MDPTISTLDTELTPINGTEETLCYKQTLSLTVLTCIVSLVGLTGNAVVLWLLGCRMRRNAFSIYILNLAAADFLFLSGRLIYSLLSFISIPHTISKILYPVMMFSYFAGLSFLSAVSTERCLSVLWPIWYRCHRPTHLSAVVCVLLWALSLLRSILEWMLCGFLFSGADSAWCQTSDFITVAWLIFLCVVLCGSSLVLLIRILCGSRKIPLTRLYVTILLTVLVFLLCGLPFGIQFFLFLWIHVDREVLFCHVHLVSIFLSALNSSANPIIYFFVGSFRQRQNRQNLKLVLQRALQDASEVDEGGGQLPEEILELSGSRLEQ
KCNQ1 inh – inhibitors of human KCNQ1 potassium channel | CHO-K1 KCNQ1, FluxOR thallium flux fluorescence; active compounds read high | B-score at 10 µM | 1.3% of 310,000 active;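 active = compounds whose thallium flux B-score, printed positive for inhibition, exceeds three library SD while starting fluorescence stays within three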;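 also: channel opened by potassium depolarization with thallium stimulus after 20 min compound exposure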
RGS4 act – RGS4 potentiation or activation; HEK293 M3R/inducible RGS4, carbachol calcium flux Fluo4; active compounds read low; B-score at 10 µM; 0.92% of 310,000 active; AID 463111;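 active = B-score of the integrated calcium signal more than 4 SD below the library mean, with starting fluorescence not abnormally high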;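 also: negative B-score means reduced calcium response which marks RGS4 activation or potentiation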
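System – HEK293 FlpIn-TREx cells, stable M3R, doxycycline-inducible RGS4 · Reagent – ECmax carbachol challenge · Times – compound preincubation 20 min at room temperature before agonist · Technique – Fluo4 fluorescence kinetic imaging of calcium · Measure – B score of integrated Fluo4 ratio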
MrgX1 agonist – human MrgX1 receptor agonism, primary screen. 0.44% of 310,000 active. Q96LB2. MrgX1-HEK293 cells, Fluo-4 calcium fluorescence, agonist mode; active compounds read high. B-score at 10 µM;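 active = calcium response B-score plate-corrected fluorescence ratio at least 3 library SD, with starting fluorescence B-score inside 5 SD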
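Test system: Stable human MrgX1 HEK293 cell line | Schedule: Overnight plating before 1 h dye loading | Read-out basis: Baseline-normalised fluorescence change ratio, B-scored | Detection: Kinetic calcium dye fluorescence, Fluo-4 NW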
An asterisk follows results filed as active; i = inactive; / = not tested or not shown.

SMILES	KCNQ1 act	KCNK9 block	RGS4 inh	ANO1 activ	KCNK3 block	hERG protect	ANO1 block	MrgX1 allo act	KCNQ1 inh	RGS4 act	MrgX1 agonist
Cc1cc2c(c(=O)n1CCN(C)C)C(c1ccc(Br)cc1)C(C#N)=C(N)O2 (centres undefined)	i	i	i	i	i	-3	i	i	i	i	i
O=C(c1ccco1)N1CCN(C(=O)c2cccc3c2C(=O)N(Cc2cccnc2)C3)CC1	i	i	i	i	i	-8	i	i	i	i	i
O=C(CC1C(=O)NCCN1Cc1ccc(F)c(F)c1)NCCn1cccn1 (centres undefined)	i	i	i	i	i	-6	i	i	i	i	i
O=C(O)c1ccc2ccc3ccccc3c2c1	i	i	i	i	i	0	i	i	i	i	i
COc1ccc(CCNC(=O)C(=O)NCC2OCCN2S(=O)(=O)c2cc(F)ccc2F)cc1 (centres undefined)	i	i	i	i	i	-33	i	i	i	i	i
Cc1cccc(-n2nnc(C(=O)NCc3ccccc3)c2N)c1	i	i	i	i	i	-11	i	i	i	i	i
CCCCOc1ccc(-c2nnn(CC(=O)NCCc3c[nH]c4ccccc34)n2)cc1	i	i	i	i	i	-12	i	i	i	i	i
O=C(CNS(=O)(=O)c1cccc2nsnc12)NC1CCCCC1	i	i	i	i	i	-8	i	i	i	i	i
N#Cc1nc(-c2ccc(F)cc2)oc1N1CCN(C(=O)c2ccco2)CC1	i	i	i	i	i	-7	i	i	i	i	i
O=C(Nc1ccc2c(c1)Cc1ccccc1-2)c1ccc(Br)o1	i	i	i	i	-10*	-7	i	i	i	i	i
Cn1c(CNC(=O)C2CCC(=O)N(CCc3cccc(F)c3)C2)nc2ccccc21 (centres undefined)	i	i	i	i	i	-5	i	i	i	i	i
Cc1ccc(/C(O)=C2\C(=O)C(=O)N(C)C2c2ccc(Br)cc2)cc1 (centres undefined)	i	i	i	i	i	0	i	i	i	i	i

3 compounds out of the list, arranged by count of non-hydrogen atoms, rising.
SMILES	KCNQ1 act	KCNK9 block	RGS4 inh	ANO1 activ	KCNK3 block	hERG protect	ANO1 block	MrgX1 allo act	KCNQ1 inh	RGS4 act	MrgX1 agonist
O=C(O)c1ccc2ccc3ccccc3c2c1	i	i	i	i	i	0	i	i	i	i	i
O=C(CNS(=O)(=O)c1cccc2nsnc12)NC1CCCCC1	i	i	i	i	i	-8	i	i	i	i	i
O=C(CC1C(=O)NCCN1Cc1ccc(F)c(F)c1)NCCn1cccn1 (centres undefined)	i	i	i	i	i	-6	i	i	i	i	i

The list goes on:
SMILES	KCNQ1 act	KCNK9 block	RGS4 inh	ANO1 activ	KCNK3 block	hERG protect	ANO1 block	MrgX1 allo act	KCNQ1 inh	RGS4 act	MrgX1 agonist
O=C(Nc1ccc2sccc2c1)c1cccc(N2C(=O)CCC2=O)c1	i	i	i	i	i	-6	i	i	i	i	i
CCCn1c(CCC(=O)O)ccc1-c1cccs1	i	i	i	i	i	-3	i	i	i	i	i
C=CCNC(=O)COC(=O)CCC(=O)c1cccs1	i	i	i	i	i	-12	i	i	i	i	i
CN1CC2(C(=O)c3ccccc3)CN(C)CC(C(=O)c3ccccc3)(C1)C2	i	i	i	i	i	-4	i	i	i	i	i
O=C(CCCOc1ccccc1)N1CCCc2ccccc21	i	i	i	i	i	-4	i	i	i	i	i
O=C(COc1ccccc1)NC(NC(=S)Nc1ccccc1C(=O)O)C(Cl)(Cl)Cl (centres undefined)	i	i	i	i	i	-15	i	i	i	i	i
Cc1ccc(NS(=O)(=O)c2ccc3c(c2)NC(=O)CCS3)c(Br)c1	i	i	i	i	i	-6	i	i	i	i	i
COC(=O)C(NC(=O)c1ccco1)(Nc1nc(C2CC2)cs1)C(F)(F)F (centres undefined)	i	i	i	i	i	-10	i	i	i	i	i
Nc1ncnc(Nc2cccc(F)c2)n1	i	i	i	i	i	-8	i	i	i	i	i
O=C(Oc1ccccc1-c1csnn1)c1cccs1	i	i	i	i	i	-8	i	i	i	i	i
Cc1cc(C(=O)Cn2nc(C(=O)O)c3ccccc3c2=O)c(C)n1-c1ccc(F)cc1	i	i	i	i	i	-7	i	i	i	i	i
O=C(O)c1ccc(COc2ccc3ccccc3c2/C=C2/NC(=O)N(c3ccccc3)C2=O)cc1	i	i	i	i	i	-24	i	i	i	i	i
O=C(CSc1ncnc2ccccc12)NCc1ccc2c(c1)OCO2	i	i	i	i	i	-11	i	i	i	i	i
O=C(COc1ccccc1Cl)Nc1cc(Cl)ccc1Oc1ccccc1	i	i	i	i	i	-6	i	i	i	i	i
CCc1ccccc1NC(=O)c1cccc(N2C(=O)C3C4CCC(C4)C3C2=O)c1 (centres undefined)	i	i	i	i	i	-11	i	i	i	i	i
CCOC(=O)c1cc(C)sc1NC(=O)CSC1=NCCS1	i	i	i	i	-12*	-9	i	i	i	i	i
Cc1ccc(CCNS(=O)(=O)c2ccc3c(c2)NC(=O)C(C)C(=O)N3)cc1 (centres undefined)	i	i	i	i	i	-2	i	i	i	i	i
Cc1nc(N=C(N)N)nc2ccccc12	i	i	i	i	i	-9	i	i	i	i	i
O=C(/C(=C/c1ccc(Cl)cc1)c1nc2ccccc2[nH]1)c1ccccc1	i	i	i	i	i	-14	i	i	i	i	i
S=C(NCc1ccccc1Cl)NC1CCCC1	i	i	i	i	i	-6	i	i	i	i	i
N#CCN1C(=S)N=C(Nc2cccc(Cl)c2)C12CCCCC2	/	/	/	i	i	/	i	i	/	/	i
COC(=O)c1cccc2c1-c1ccccc1/C2=N/O	i	i	i	i	i	-8	i	i	i	i	i
CCC1C(=O)NCCN1C(=O)c1ccc(OC)c(OC2CCN(C(C)=O)CC2)c1 (centres undefined)	i	i	i	i	i	-8	i	i	i	i	i
CCN(CCNC(=O)C1CCN(S(=O)(=O)c2cccc3cccnc23)CC1)c1ccccc1	i	i	i	i	i	-6	i	i	i	i	i
Cn1ccnc1SCC(=O)Nc1ccc2c(c1)OC(F)(F)O2	i	i	i	/	/	-13	i	i	i	i	i
O=C(NCc1ccccc1)N1CCN(c2ccccc2F)CC1	i	i	i	i	i	-4	i	i	i	i	i
O=C(Cn1nc(CNc2ccc(Cl)cc2)[n+]2c1CCCCC2)c1ccccc1	i	i	i	i	i	-5	i	i	i	i	i
CCC1C(C#N)=C(SC)NC2=C1C(=O)CC(C)(C)C2 (centres undefined)	i	i	i	i	i	-11	i	i	i	i	i
COC1CCN(C(=O)C2CCC(=O)N(C3CCCCCC3)C2)CC1 (centres undefined)	i	i	i	i	i	-6	i	i	i	i	i
CC1CCCCN1CCn1c(=S)[nH]c2ncccc2c1=O (centres undefined)	i	i	i	i	i	-14	i	i	i	i	i
O=C(CN1C(=O)C2C3CC(C(Br)C3Br)C2C1=O)N1CCOCC1 (centres undefined)	i	i	i	i	i	-9	i	i	i	i	i
Cc1ccc(C(=O)Nc2cccc(NC(=O)c3ccc(C)c([N+](=O)[O-])c3)n2)cc1[N+](=O)[O-]	i	i	i	i	i	-12	i	i	i	i	i
CCn1c(SCC(=O)N2CCCCC2)nnc1-c1ccc(S(=O)(=O)N2CCN(C)CC2)cc1	i	i	i	i	i	-3	i	i	i	i	i
COc1ccc(N2C3=[N+](CCCC3)CC2(C)O)cc1 (centres undefined)	i	i	i	i	i	-7	i	i	i	i	i
O=C(c1cccc(S(=O)(=O)N2CCCCC2)c1)N1CCOCC1	i	i	i	i	i	-5	i	i	i	i	i
Cc1ccc(-c2c(C#N)c(N)n(-c3ccccc3)c(=O)c2C#N)cc1	i	i	i	i	i	-6	i	i	i	i	i
CC1=NN(c2ccccc2)C(=O)/C1=C\C=C\c1ccccc1	i	i	i	i	i	-11	i	i	i	i	i
CCOc1ccc(OCc2ccc(C(=O)NN)o2)cc1	i	i	i	i	i	-1	i	i	i	i	i
COc1ccccc1/C=C/C=N/n1c(-c2ccccc2)n[nH]c1=S	i	i	i	i	i	-4	i	i	i	i	i
CCCCn1nnnc1NCc1ccc(C)cc1	i	i	i	i	i	-2	i	i	i	i	i
CCOC(=O)C1Cn2c(nc3c(c2=O)C2(CCCC2)Cc2ccccc2-3)S1 (centres undefined)	/	/	/	i	i	/	i	i	/	/	i
CCCC(=O)Nc1ccc(NCc2ccc(C)s2)cc1	i	i	i	i	i	-3	i	i	i	i	i
Cc1nnc(SCc2ccccc2)[nH]c1=O	i	i	i	i	i	-6	i	i	i	i	i
COC(=O)C1=C(N)Oc2cc(C)n(Cc3cccnc3)c(=O)c2C1c1cccc(OC)c1OC (centres undefined)	i	i	i	i	i	-3	i	i	i	i	i
CC(C)c1ccc(N(C(=O)CNC(=O)c2ccco2)C(C(=O)NC2CCCC2)c2cccnc2)cc1 (centres undefined)	i	i	i	i	i	-4	i	i	i	i	i
O=C(O)C1=C[C@@H](c2ccc(F)cc2)C[C@@H](OCCCCO)O1	i	i	i	i	i	-3	i	i	i	i	i
COc1cc(C(c2c(C)[nH][nH]c2=O)c2c(C)[nH][nH]c2=O)cc([N+](=O)[O-])c1O	i	i	i	i	i	-3	i	i	i	i	i
COc1ccccc1Nc1nc(NCCCCO)nc(N2CCCC2)n1	i	i	i	i	i	-11	i	i	i	i	i
C=CCNCC(=O)Nc1ccccc1SCC(=O)Nc1ccsc1C(=O)OC	i	i	i	i	i	-9	i	i	i	i	i
Cc1ccc(NC(=O)CSc2ccc(-c3ccc(-n4cccn4)cc3)nn2)c(C)c1	i	i	i	i	i	-18	i	i	i	i	i
CC(=O)NC(C)c1ccc(Cl)c(Cl)c1 (centres undefined)	i	i	i	i	i	-10	i	i	i	i	i
COC(=O)CCC(=O)NC(=S)Nc1ccc(S(=O)(=O)Nc2cc(OC)nc(OC)n2)cc1	i	i	i	i	i	-2	i	i	i	i	i
O=C1C=C(c2cc3ccccc3s2)CCC1	i	i	i	i	i	-3	i	i	i	i	i
COc1ccc(N=c2oc3cc(O)ccc3cc2C(=O)Nc2ccccn2)cc1OC	i	-6.8*	i	i	i	-18	i	i	9*	i	i
Cc1ccc(C2=N/C(=C\N3CCCCC3)C(=O)O2)cc1	i	i	i	i	i	-7	i	i	i	i	i

Source: PubChem BioAssay (Johns Hopkins Ion Channel Center)
